Screening results deposited in PubChem by several laboratories.
Mot1-301 SUMO = SUMOylation pathway inhibition by Mot1-301 growth rescue; growth rescue, % at 18.8 µM; S. cerevisiae Mot1-301 growth rescue, ATP luminescence, 38.5C; percent above DMSO median, 100 means doubled; 320,000 tested, 1% active;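 active = every valid replicate shows activation above 250% relative to neutral control wells; inactive = the rest, any valid replicate at or below 250%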;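 also: OY570 slx delta 5 strain wells were the positive control but not used for scaling; some compounds called inactive have numbers as strong as hits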
CDK5 inh = CDK5/p35 (human) kinase inhibition | Q00535+Q15078 | Recombinant CDK5/p35, ADP-Glo luminescence, 60 min | inhibition, % at 10 µM | 330,000 tested, 0.01% active;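 active = highest replicate inhibition of at least 50% and at least 75% of replicates reaching 50%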;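 also: plate controls were DMSO neutral control for no effect and GW8510 at 10 µM for full effect; many of its hits are not listed in these tables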
Target sequence (Q00535 whole entry, looked up): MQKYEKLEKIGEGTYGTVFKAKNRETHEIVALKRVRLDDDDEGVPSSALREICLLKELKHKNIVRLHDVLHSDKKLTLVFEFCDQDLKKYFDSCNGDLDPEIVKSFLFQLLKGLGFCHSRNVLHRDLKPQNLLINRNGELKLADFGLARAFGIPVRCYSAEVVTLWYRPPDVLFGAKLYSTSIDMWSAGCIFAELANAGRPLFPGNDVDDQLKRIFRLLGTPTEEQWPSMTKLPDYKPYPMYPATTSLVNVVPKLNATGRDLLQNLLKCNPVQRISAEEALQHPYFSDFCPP
Target sequence (Q15078 whole entry, looked up): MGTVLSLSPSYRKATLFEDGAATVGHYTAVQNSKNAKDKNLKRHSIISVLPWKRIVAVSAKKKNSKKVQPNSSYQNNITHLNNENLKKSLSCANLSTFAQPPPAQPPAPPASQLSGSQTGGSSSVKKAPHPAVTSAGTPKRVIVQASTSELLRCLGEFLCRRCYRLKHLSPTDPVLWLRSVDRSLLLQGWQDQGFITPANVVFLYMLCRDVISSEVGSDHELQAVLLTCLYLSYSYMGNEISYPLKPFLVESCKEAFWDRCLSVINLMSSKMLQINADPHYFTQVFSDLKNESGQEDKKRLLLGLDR
PvdQ inh = P. aeruginosa PvdQ acylase inhibition; purified PvdQ acylase, fluorescence plate reader; inhibition, % at 10 µM; 340,000 tested, 0.063% active; in the data active = inhibition above about 30%, passing the limit was not always enough;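 also: 0% = vehicle neutral wells and 100% = reference inhibitor wells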
Keap1 Nrf2 FP = disrupts human Keap1 binding to Nrf2 peptide; Q14145; Keap1 Kelch-Nrf2 peptide fluorescence polarization, 1536-well; inhibition, % at 9.4 µM; 340,000 tested, 0.15% active; AID 504523; in the data active = inhibition above about 12%;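 also: human Keap1 Kelch domain with fluorescein labeled Nrf2 9mer peptide probe; 0% = neutral control wells and 100% = peptide positive control; higher means more block of Keap1 binding to Nrf2 peptide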
Rtt109 Vps75 = inhibitors of Candida albicans Rtt109/Vps75 histone acetyltransferase; Q5AAJ8; purified Rtt109/Vps75, ThioGlo CoA-SH fluorescence, 4 h; inhibition, % at 34.9 µM; 330,000 tested, 0.16% active; AID 540336;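 active = inhibition of at least 50% in every replicate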
Cardiac RTF inh = cardiac RTF calcium desensitization. P19429+P45379. IANBD-labeled cardiac RTF, Ca2+ fluorescence. inhibition, % at 7.15 µM. 340,000 tested, 0.12% active. AID 493244;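 active = inhibition above the mean inhibition of all tested compounds plus 3 SD, cut at about 17% in these data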;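 also: assay run at fixed EC70 calcium of 1.6 mM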
C-LANA FP = KSHV C-LANA DNA binding inhibition | MBP-C-LANA/FAM-LBS DNA binding, fluorescence polarization | inhibition, % at 9 µM | 340,000 tested, 0.078% active;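 active = highest replicate inhibition at or above 60% at 9 µM, even if other replicates fall short; inactive = all replicates below 60% inhibition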;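 also: 0% = neutral control wells and 100% = 4 µM acridine orange control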
cardiac RTF act = increases calcium sensitivity of human cardiac regulated thin filaments | P19429+P45379 | IANBD-labeled TnC RTF fluorescence at EC20 calcium; 0% EC20 calcium, 100% full calcium | activation, % at 7.2 µM | 340,000 tested, 0.24% active | AID 493008;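 active = activation above the mean over all tested compounds plus 3 SD, cut at about 30% in these data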;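 also: rise in fluorescence read as greater calcium sensitivity of cardiac thin filaments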
dFosB act = mouse delta FosB homodimer activation | purified delta FosB, TAMRA-CDK5 oligo fluorescence polarization; percent of positive-control signal above neutral wells | activation, % at 25 µM | P13346 | AID 493131 | 340,000 tested, 0.99% active;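 active = mean activation above about 17%, with every replicate also reaching it, limit read from the data, passing the limit was not always enough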;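 also: fluorescence polarization rise as delta FosB binds a TAMRA Cdk5 AP-1 oligo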
Target sequence (P13346 whole entry, looked up): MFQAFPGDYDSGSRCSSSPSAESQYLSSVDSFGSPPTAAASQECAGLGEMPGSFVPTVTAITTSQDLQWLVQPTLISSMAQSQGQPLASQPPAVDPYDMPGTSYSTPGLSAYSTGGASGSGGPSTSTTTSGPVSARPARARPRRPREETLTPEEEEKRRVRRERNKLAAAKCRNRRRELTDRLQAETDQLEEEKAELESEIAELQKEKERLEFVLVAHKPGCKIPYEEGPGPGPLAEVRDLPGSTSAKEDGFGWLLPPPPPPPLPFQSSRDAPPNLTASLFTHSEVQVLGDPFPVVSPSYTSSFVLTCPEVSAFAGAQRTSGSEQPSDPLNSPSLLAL
PfHsp90 set2 = inhibits growth of yeast expressing Plasmodium falciparum Hsp90. S. cerevisiae expressing PfHsp90, BacTiter-Glo ATP, 48 h; yeast lacking PDR1 and PDR3 efflux regulators. inhibition, % at 9.4 µM. 310,000 tested, 0.32% active. AID 504621;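 active = every replicate shows inhibition above about 80%, whatever the replicate mean, limit read from the data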;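 also: 0% = DMSO neutral controls and 100% = 20 µM radicicol positive controls; yeast relying on Plasmodium falciparum Hsp90 in place of its own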
NSD2 inh = NSD2 (human) methyltransferase inhibition | inhibition, % at 12.5 µM | 310,000 tested, 0.54% active | NSD2 peptide methylation, AlphaScreen, 120 min | AID 743445; in the data active = inhibition above about 50%
The depositor's hits bear a star; i = inactive; / = no result given. Rows were taken by chance; any-hit rate near 3.2%.

Molecule,Keap1 Nrf2 FP,Mot1-301 SUMO,PvdQ inh,CDK5 inh,cardiac RTF act,NSD2 inh,dFosB act,Cardiac RTF inh,C-LANA FP,Rtt109 Vps75,PfHsp90 set2
CCOc1ccc(CN(C)C(=O)NNC(=O)c2ccc(C)cc2)cc1OC,1,-12,1,-0.4,-6,-5,0,7,-1.8,-5,16
O=[N+]([O-])c1ccc(S(=O)(=O)N2CCSC2c2ccco2)cc1 (configuration not stated),-5,34,-4,-8.1,-4,/,-8,-3,1.5,5,-17
O=C(O)C1CCCCC1C(=O)Nc1cccc2ccccc12 (configuration not stated),0,-10,0,1.0,-1,-1,2,-2,0.0,-1,10
CCN(Cc1cnn(C)c1)C(=O)C1CCC(=O)N(CCc2ccc(OC)cc2)C1 (configuration not stated),0,0,-18,-0.4,5,8,-3,-8,-1.4,10,14
CCOc1ccccc1NC(=O)C1=C(C)NC(=O)NC1c1cccs1 (configuration not stated),-1,102,-13,-0.5,2,1,-4,10,0.1,13,-17
C=CCNC(=O)c1ccc(N(Cc2ccccc2)S(C)(=O)=O)cc1,0,0,1,1.1,-9,-3,-1,1,-0.7,21,0
O=C(O)CSc1nnc(Cn2cnc3ccccc32)n1CCc1ccccc1,6,12,-9,-0.4,3,0,-1,-9,-1.7,-13,1
Cc1ccc(CNC(=O)Cn2ccc(NC(=O)OCc3ccccc3)nc2=O)o1,-4,-13,-12,2.2,-2,/,2,-4,-0.7,-2,-2
O=S(=O)(c1ccc(Cl)cc1)N1CCCC1c1nc2ccccc2s1 (configuration not stated),3,-7,-3,0.6,-4,-2,-8,5,1.9,6,-2
Cc1ccc(NC2CCCN(C(=O)c3ccc(F)cc3)C2)cc1C (configuration not stated),3,22,-4,0.0,4,12,-2,-2,-1.7,11,-1
COc1ccc(NS(=O)(=O)c2cccc(C(=O)N/N=C/c3c(F)c(F)c(F)c(F)c3F)c2)cc1,2,/,-2,-0.7,-2,0,11,-5,-0.2,3,-13
CCCCCn1c(=N)c(S(=O)(=O)c2ccc(Cl)cc2)cc2c(=O)n3cccc(C)c3nc21,-2,-8,7,1.2,-5,-7,-8,6,-2.4,3,22
Cc1cc(C)cc(OCCCCCNCCO)c1,-1,14,2,0.7,0,1,11,-11,-1.7,-1,-5
O=C(c1ccco1)N1CCN(CC(O)Cn2c3ccccc3c3ccccc32)CC1 (configuration not stated),-3,-2,-15,-0.4,8,/,-4,-8,0.8,7,/
CC(=O)c1ccc(N2CCN(C(=O)C3CCCN3S(=O)(=O)c3cccc4nsnc34)CC2)cc1 (configuration not stated),2,14,-11,0.7,4,10,-11,4,0.4,0,7
CCS(=O)(=O)N1CCN(Cc2c[nH]c3ccccc23)CC1,-2,20,-10,0.3,2,0,-5,-3,0.2,0,-24
COc1ccccc1-c1nnc(SCC(=O)c2ccc(C3CCCCC3)cc2)n1Cc1ccco1,-6,/,-7,2.1,8,-2,-18,-9,-0.5,-20,-5
COc1ccc(N(C)C(=O)c2cnc(N3CCN(c4ncccn4)CC3)c3ccccc23)cc1,-5,-15,-8,3.4,6,1,-7,-4,-0.3,-1,/
O=C(CC1C[C@H](C(=O)N2CCOCC2)[C@@]2(CCC3CCCC3)c3[nH]c4ccccc4c3CCN2C1=O)NCc1cccc(C(F)(F)F)c1 (some centres not stated),-3,/,-11,1.7,4,/,2,0,0.3,-10,-16
CCCCCOc1ccc(/C=C/c2c([N+](=O)[O-])c(=O)n(C)c(=O)n2C)cc1,-5,-1,-6,-0.7,-5,-2,-7,-4,0.9,-1,2
O=C(O)C(CO)N=Cc1c(O)c2ccccc2oc1=O (configuration not stated),7,1,8,-1.1,4,30,-4,-6,-0.3,-9,-31
CCOC(=O)c1ccc(NCc2ccc3c(c2)OCO3)cc1,-1,/,4,-1.6,-1,6,-6,3,-2.5,-10,/
Cc1ccc(C(=O)COC(=O)CCC(=O)NC2CCCCC2)cc1[N+](=O)[O-],-1,3,5,1.0,4,-2,-5,9,-0.2,13,-8
Cc1cccc(NC(=O)Cn2nc(C(F)(F)F)cc2C2CC2)c1,-5,/,-12,-2.1,7,-2,-2,-6,-0.1,0,1
Cc1ccc2ncccc2c1[N+](=O)[O-],-1,72,-9,-1.4,2,-7,-10,-20,-0.1,-6,-10
CCOc1ccc(CNc2nnnn2C)cc1OC,-5,10,-1,-2.3,4,-3,3,1,-0.8,5,0
O=C(CN1CCN(Cc2ccccc2F)C1=O)NCc1ccco1,-4,-10,-10,1.8,-1,-2,0,1,3.0,-7,51
Cc1cnc(NC(=O)c2ccc(OCC3CCCO3)cc2)s1 (configuration not stated),-2,11,-1,0.0,0,1,/,-2,-1.3,0,2
O=C(c1ccco1)N1CCCN(C(=O)c2ccco2)CC1,-1,8,3,-0.8,-2,-6,6,0,2.0,2,27
O=c1[nH]c(SCc2ccc([N+](=O)[O-])cc2)nc2[nH]ncc12,-2,4,-9,-0.9,-2,0,2,5,0.2,/,-44
Cc1nc(NC(C)C(=O)O)c2nc(C)oc2n1 (configuration not stated),1,-2,-7,-1.4,3,-5,4,-5,0.6,-6,6
CC1CCCCC1NC(=O)COCc1cc(-c2cccs2)on1 (configuration not stated),-3,6,-15,-1.1,-1,-3,2,-7,0.3,1,11
CCn1c(=O)c([N+](=O)[O-])c(NCC(O)c2ccccc2)c2ccccc21 (configuration not stated),-4,92,-11,0.1,0,3,-8,11,-1.6,8,-4
COc1ccccc1NC(=O)c1c(N=Cc2c(O)ccc3ccccc23)cnn1C,-1,/,-2,-0.8,0,-3,-20,3,0.4,-1,3
CCN(CC)CCn1c2c(c(SCC(=O)Nc3ccc(C)c(F)c3)nc1=O)CCC2,-3,-4,10,5.9,-2,3,-9,7,0.6,-3,1
CN(C)c1ccc(C2Nc3ccccc3C(=O)N2NS(=O)(=O)c2ccccc2)cc1 (configuration not stated),5,225,-7,0.9,1,1,7,-7,-2.8,-7,10
CCCCCCCNC(=O)C1(CC2CC(c3cccc(Br)c3)=NO2)CCN(C(=O)CCCCCBr)CC1 (configuration not stated),-2,-20,16,0.3,0,/,13,-12,0.7,16,21
CCN(CC(=O)Nc1ccc2c(c1)OCCO2)C(=O)/C=C/c1ccc([N+](=O)[O-])cc1,-3,35,-7,1.1,7,5,-8,-6,1.0,-2,27
CNC(=O)CC1C(=O)N(c2ccc(F)cc2)C(=S)N1NC(=O)c1ccc(Br)cc1 (configuration not stated),6,-8,11,1.0,-3,0,-3,-1,-0.4,5,-12
CCCN=C1N(CC)C[C@@H]2[C@@H]3C(=O)N(Cc4ccccc4)C(=O)[C@@H]3[C@](C)(C(=O)OC)N12,-5,/,-8,1.8,-3,/,-6,-14,-0.6,-2,10
COCCN1C=C(C(=O)OC)C(c2cc(Br)c(OC)c(OC)c2)C(C(=O)OC)=C1,5,-21,-14,-0.1,-1,-5,-4,-14,0.5,i,-5
O=C(COC(=O)c1ccco1)Nc1cccc(Br)c1,-5,/,1,-0.5,-9,-3,1,6,-0.5,-16,-14
Cc1nonc1OCCN1CCN(c2ccc([N+](=O)[O-])cc2)CC1,2,-9,-16,-0.9,3,1,-6,2,-0.6,1,0
COc1ccc(C(=O)COC(=O)c2ccc3c(c2)OCO3)c(OC)c1,-1,52,-11,-1.6,2,-2,-17,-1,0.7,2,1
C(=N\N1CCOCC1)/c1ccsc1,-2,5,23,-0.6,-2,-2,-6,-6,21,11,-10
CCOC(=O)[C@H]1[C@H]2COc3ccc(Cl)cc3[C@@H]2N2C(=O)c3ccc(Cl)cc3NC(=O)[C@@]12C,0,25,9,-2.8,-7,/,-4,-27,1.9,2,-9
O=C(CN1C(=O)S/C(=C/c2ccccn2)C1=O)N1CCOCC1,2,0,0,0.1,-3,3,-1,5,1.0,0,-12
CCc1ccc(-n2cc(-c3ccc([N+](=O)[O-])cc3)[nH]c2=S)cc1,-2,13,4,0.4,-5,3,-6,4,0.3,-2,3
CC(=O)Nc1ccc(NC(=O)COC(=O)Cc2c[nH]c3ccccc23)cc1,-3,9,-15,-1.7,4,-1,0,10,0.9,-10,-1
COc1ccc(S(=O)(=O)Nc2cccc(Cl)c2)cc1OC,-1,-6,-6,1.4,0,-1,0,-1,1.1,-2,-19
Cc1cc(Cl)ccc1OCC(=O)NN1C(=O)C2C3C=CC(C3)C2C1=O (configuration not stated),0,6,-13,0.1,0,-5,-12,-2,1.0,4,28
COc1cc(NCCCn2cnc3c(OCc4ccccc4)ncnc32)cc(OC)c1OC,0,/,-17,0.3,2,/,-2,-12,0.7,4,22
CCOc1ccc2[nH]c(=O)c(CN(CCO)C(=O)c3ccc(Br)cc3)cc2c1,1,162,-6,-1.0,-5,-1,1,4,-0.5,0,9
O=C(Nc1ccc(SC(F)F)cc1)c1ccc2c(=O)n3c(nc2c1)CCC3,-4,-3,-12,-7.8,-4,-1,-3,-1,0.2,-4,-29
CN(C)c1nc2c(c(=O)n(C)c(=O)n2C)n1CC(=O)c1cccs1,1,-6,-11,0.0,3,-3,5,4,0.7,-2,13
O=C(N/N=C/c1ccccn1)c1cccc(NC(=O)c2ccc(Cl)cc2)c1,1,283,-9,3.0,-8,-4,0,-9,1.1,-32,-13
O=C(/C=C/c1ccc(Br)cc1)N1CCN(Cc2ccccc2)CC1,3,235,-14,1.1,0,7,-6,-2,-0.5,0,-3
COC(=O)c1ccccc1S(=O)(=O)N1CCC(C(=O)OCc2cccc(OC)c2OC)CC1,-5,-23,-8,-2.3,-4,-1,-9,-4,0.1,6,22
CCCc1cc(-c2n[nH]c(=S)n2CC)cs1,-1,4,-8,2.9,-2,0,-9,0,0.3,5,23
C=CCNc1ncnc2c1[nH]c1ccc(Cl)cc12,2,-1,-1,-0.4,-3,-3,1,0,-0.1,8,-8

Following part
Molecule,Keap1 Nrf2 FP,Mot1-301 SUMO,PvdQ inh,CDK5 inh,cardiac RTF act,NSD2 inh,dFosB act,Cardiac RTF inh,C-LANA FP,Rtt109 Vps75,PfHsp90 set2
Cc1ccc(CN2CCN(C(=O)CCN3C(=O)c4ccccc4C3=O)CC2)cc1,3,-19,-4,-0.6,-1,1,-5,2,-1.1,-14,-4
COc1ccc(C(=O)NCCCCCCNC(=O)c2ccc(OC)cc2)cc1,-7,13,-28,-5.0,7,0,-3,-9,3.0,-6,16
O=C(Nn1c(=O)[nH]c2ccsc2c1=O)c1ccccc1,0,-4,4,0.5,-2,1,-3,1,2.3,3,-2
COc1cc(/C=N/NC(=O)c2ccncc2)ccc1OCC(=O)Nc1ccc(C)c(C)c1,0,-2,-8,-0.4,-3,0,2,-3,-0.5,1,9
